TNAP inh noacc = human TNAP enzyme inhibitors, primary screen, biochemical, luminescent, no phosphate acceptor, uHTS; Alkaline phosphatase, tissue-nonspecific isozyme (Homo sapiens), P05186; purified TNAP, CDP-star luminescence, 30 min; inhibition, % at 20 µM; hit rate 0.26% among 200,000; AID 1012, 2008;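 active means tissue-nonspecific alkaline phosphatase inhibition above about 50% at 20 µM in the single-dose screen, limit read from the data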;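 further: 0% = DMSO negative control and 100% = EDTA positive control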
FLuc inh counter = firefly luciferase enzyme inhibitors, primary screen, artefact control for luciferase-based inhibitor screens, biochemical, luminescence, ATPLite; 10 min; inhibition, % at 10 µM; hit rate 1.5% among 200,000;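 active means inhibition above about 50% when tested at 10 µM, limit read from the data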
Target sequence (P08659 whole entry, looked up): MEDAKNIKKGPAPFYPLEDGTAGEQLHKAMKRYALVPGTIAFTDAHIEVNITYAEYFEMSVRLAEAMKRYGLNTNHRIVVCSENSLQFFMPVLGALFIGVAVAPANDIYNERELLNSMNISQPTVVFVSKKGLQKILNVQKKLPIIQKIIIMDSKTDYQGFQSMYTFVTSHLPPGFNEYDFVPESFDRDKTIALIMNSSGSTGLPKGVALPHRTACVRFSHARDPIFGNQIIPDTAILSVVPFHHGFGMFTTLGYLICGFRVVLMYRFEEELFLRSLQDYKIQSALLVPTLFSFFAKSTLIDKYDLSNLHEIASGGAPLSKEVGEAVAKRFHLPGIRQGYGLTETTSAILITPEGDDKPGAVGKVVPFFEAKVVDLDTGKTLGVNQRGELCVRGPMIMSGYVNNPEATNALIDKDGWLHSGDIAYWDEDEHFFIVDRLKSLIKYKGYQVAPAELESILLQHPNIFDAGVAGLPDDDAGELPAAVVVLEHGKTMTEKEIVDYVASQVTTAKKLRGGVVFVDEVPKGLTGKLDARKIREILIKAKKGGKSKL
NF-kB expr up = activators of NF-kB expression in neurons, primary screen, cell-based, HTS; hit rate 1.6% among 190,000; AID 1239, 2008; fold change at 12.5 µM; human neuronal cells, NF-kB reporter expression; stronger effect = higher value; in the data active means fold change above about 3.3
TNAP act hi DEA = TNAP activators at high phosphate acceptor level, primary screen, biochemical, luminescence, uHTS | Alkaline phosphatase, tissue-nonspecific isozyme (Homo sapiens), P05186 | purified TNAP, CDP-star luminescence, 1 M DEA, 30 min; stronger effect = higher value; 0 = EDTA background, 1 = DMSO-only activity | 200,000 tested, under 10 active | activation factor at 20 µM | AID 1136, 2008;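 active means activation factor at least 2 at 20 µM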
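Measured by: Luminescent substrate turnover signal | Test system: Human TNAP | Input: TNAP 1/800 final | Dosing: 20 µM single point | Schedule: 30 min, room temperature | Controls: EDTA wells as negative control, DMSO wells as positive control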
bIAP act = bovine intestinal alkaline phosphatase activators, primary screen, biochemical, bovine IAP, CDP-star luminescence | purified bovine IAP, 30 min; stronger effect = higher value; fold of DMSO-control signal, blank-subtracted | hit rate 0.17% among 200,000 | AID 1016, 2008 | activation factor at 20 µM;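 active means activation factor of 2 or more at 20 µM, a signal rise over negative controls twice the positive control's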
APP 5'UTR act = activators of APP 5'UTR luciferase reporter, primary screen, SH-SY5Y cells; SH-SY5Y APP 5'UTR luciferase reporter, luminescence; zero percent = DMSO vehicle wells; activation, % at 2 µM; hit rate 1% among 190,000;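 active means activation above a set limit, based on mean plus 3 SD of controls, cut at about 140% in these data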; further: values of inactives mirror those of a sister screen read the other way
FLuc act counter = FLuc activators, initial screening, artefact control for FLuc-dependent activation tests, biochemical, ATPlite luminescence; Luciferin 4-monooxygenase (Photinus pyralis), P08659; 200,000 tested, under 10 active; activation factor at 10 µM; ATPlite luciferase biochemical, 10 min; 0 = ATP-free wells, 1 = DMSO control;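 active means luciferase activation factor, scaled between plate controls, of at least 2 with compound at 10 µM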
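Material: Luciferase/luciferin reagent mix | Doses: Test compounds dosed from 2 mM stocks in 100% DMSO | Timing: 10 min incubation after luciferase reagent addition, room temperature | Measured by: Luminescence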
PMI act = activators of human PMI, primary screen, biochemical, fluorescence intensity, near-Km mannose 6-phosphate; activation factor at 20 µM; purified human PMI, coupled resazurin fluorescence, 20 min; stronger effect = higher value; 1 = vehicle control, 0 substrate-free wells; AID 1214, 2008; Mannose-6-phosphate isomerase (Homo sapiens), P34949; hit rate 0.005% among 190,000;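 active means activation factor of 2 or more at 20 µM, relative to plate controls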
Target sequence (P34949 whole entry, looked up): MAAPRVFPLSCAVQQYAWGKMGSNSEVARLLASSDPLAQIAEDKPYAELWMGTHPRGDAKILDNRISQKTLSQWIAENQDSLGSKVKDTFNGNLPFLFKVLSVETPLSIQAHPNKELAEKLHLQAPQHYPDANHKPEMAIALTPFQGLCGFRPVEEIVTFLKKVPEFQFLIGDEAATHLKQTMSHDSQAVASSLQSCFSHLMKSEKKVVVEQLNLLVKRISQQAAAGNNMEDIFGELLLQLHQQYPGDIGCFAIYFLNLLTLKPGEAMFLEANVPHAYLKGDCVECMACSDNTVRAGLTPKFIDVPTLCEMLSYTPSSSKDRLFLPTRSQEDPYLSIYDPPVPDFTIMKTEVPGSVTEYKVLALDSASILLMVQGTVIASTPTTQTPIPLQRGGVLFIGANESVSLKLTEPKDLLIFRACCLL
TNAP inh hiacc = human TNAP enzyme inhibitors, primary screen, biochemical, luminescent, high phosphate acceptor level, uHTS; AID 1135, 2008; hit rate 0.03% among 200,000; inhibition, % at 20 µM; purified TNAP, CDP-star luminescence, 1 M DEA;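 active means over 50% inhibition of tissue-nonspecific alkaline phosphatase at 20 µM in the single-dose screen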;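 further: plate controls were DMSO wells for no effect and EDTA-quenched wells as full inhibition for full effect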
PMI act hi M6P = human PMI activators, high substrate, primary screen, biochemical, fluorescence intensity, near-saturating mannose 6-phosphate | activation factor at 20 µM | coupled PMI enzyme assay, resazurin fluorescence, 20 min; stronger effect = higher value; 1 = untreated enzyme, 0 = substrate-free blank | Mannose-6-phosphate isomerase (Homo sapiens), P34949 | hit rate 0.34% among 190,000;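 active means activation factor of 2 or more at 20 µM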
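Technique: Diaphorase-driven resazurin-to-resorufin fluorescence, excitation 544, emission 590 nm | Assay system: Human PMI in coupled enzyme assay | Times: Enzyme reaction with compound 20 min at room temperature | Medium: HEPES-buffered pH 7.4 with magnesium and detergent | Reagent: Mannose-6-phosphate 1.0 mM (near-saturating) plus 0.22 mM NADP+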
An asterisk follows results filed as active; nt = not tested or not shown.

Sequence of screens: TNAP inh noacc, FLuc inh counter, NF-kB expr up, TNAP act hi DEA, bIAP act, APP 5'UTR act, FLuc act counter, PMI act, TNAP inh hiacc, PMI act hi M6P
- CCN(CC)S(=O)(=O)c1ccc(-c2nnc(SCC(=O)Nc3ccc4c(c3)OCO4)o2)cc1
  -14, -4, 1.1, 1, 0.9, 0, 1, 1, -2, 1
- COc1ccc(NC(=O)N2CCCC(c3nc(-c4ccc(F)cc4)no3)C2)cc1 (stereo not given)
  2, -2, 1.1, 1, 1.1, 28, 1, 1.1, 3, 0.9
- CCOC(=O)NCC(C)(C)CNC(=O)OCC
  -8, -6, 1.3, 1, 1, 4, 1.1, 0.9, 1, 0.9
- COc1ccc2nc3cccc(OC)c3nc2c1
  -6, 5, 0.95, 1, 0.9, 7, 0.9, 1.2, 4, 0.9
- COc1ccc(C(c2nnnn2Cc2cccs2)N2CCN(c3ccccc3F)CC2)cc1OC (stereo not given)
  8, -5, 0.79, 1.1, 1.1, 14, 1, 1.2, -7, 1.3
- COC(=O)CN1C(=O)C2(C(C#N)=C(N)Oc3ccccc32)C2=C1CC(C)(C)CC2=O (stereo not given)
  -18, -5, 1.3, 1.1, 0.9, -7, 1.1, 1, -6, 1
- COc1cccc(NC(=S)NCCc2ccccn2)c1
  -1, -2, 1.2, 1, 1.1, -5, 1, 1, 1, 0.8
- COC(=O)CSc1nc(SCc2ccccc2Cl)nc2c1CCCC2
  -10, -3, 1.4, 1, 0.8, -9, 1, 0.8, -2, 0.8
- Cc1ccc(N2CC(C)Cn3c2nc2c3c(=O)n(CC(=O)OCc3ccccc3)c(=O)n2C)cc1C (stereo not given)
  -12, -6, 0.34, 1.1, 1, 7, 1.1, 0.8, -6, 0.7
- N#Cc1c(N)c(C(=O)c2ccc(Cl)cc2)n2c1CCC2
  -7, -4, 1, 1, 1, -1, 1, 0.9, -2, 1
- CCN(C(=S)NC(=O)CCc1ccccc1)c1ccccc1
  -7, -3, 1.2, 1, 0.4, -9, 1, 1.1, 1, 1.2
- O=C1CCCN1CCC12CC3CC(CC(C3)C1)C2
  2, 0, 1.1, 1, 1.2, 2, 1, 1, 4, 1
- O=C(NCCc1ccccc1)c1nc2ncccn2n1
  -18, -4, 1.4, 1.1, 0.9, 14, 1, 1.1, -6, 1.1
- CC(Cc1cccs1)NC(=O)c1cccc(Cl)c1 (stereo not given)
  -11, 2, 1.9, 1.1, 0.8, 39, 1, 1, -8, 1
- CCn1c(CNc2ccc(Cl)cc2)nnc1SCC(=O)NCc1ccccc1
  -15, -4, 1.1, 1.1, 1.1, 9, 1, 1, -8, 0.9

Reprinted from the part before: 2 entries, followed by the next part.
Sequence of screens: TNAP inh noacc, FLuc inh counter, NF-kB expr up, TNAP act hi DEA, bIAP act, APP 5'UTR act, FLuc act counter, PMI act, TNAP inh hiacc, PMI act hi M6P
- CC(Cc1cccs1)NC(=O)c1cccc(Cl)c1 (stereo not given)
  -11, 2, 1.9, 1.1, 0.8, 39, 1, 1, -8, 1
- CCn1c(CNc2ccc(Cl)cc2)nnc1SCC(=O)NCc1ccccc1
  -15, -4, 1.1, 1.1, 1.1, 9, 1, 1, -8, 0.9
- Cc1c(C(=O)OC(C)C)[nH]c2c1C(=O)CC(C)(C)C2
  -5, -9, 1, 1, 1, -15, 1.1, 1, -2, 1
- O=C(c1ccco1)N1CCN=C1SCc1cccc(F)c1
  -1, 0, 1.1, 1, 0.9, -4, 1, 0.9, 1, 0.9
- Cc1ccc2nc(-c3ccc(S(=O)(=O)N4CCOCC4)cc3)cn2c1
  -4, -2, 0.93, 1, 0.9, -13, 1, 1, -1, 1.1
- O=C(Nc1ccc2c(c1)OCO2)C(c1ccccc1)N1CCC2(CC1)OCCO2 (stereo not given)
  -4, -1, 1.2, 1, 1.1, 3, 1, 0.9, -1, 1
- C=CCNC(=S)N/N=C(\C)c1ccc(-n2ccnc2)cc1
  -14, -3, 1.1, 1, 0.9, -6, 1, 1, -1, 1
- O=C(O)c1cc(C(F)(F)F)nc2c(C(F)(F)F)cccc12
  -10, -4, 1, 1.1, 1, 0, 1, 1, -7, 1
- O=C(CCC(=O)NC1CCCCC1)N/N=C/c1ccncc1
  -9, 0, 1.1, 1, 1.1, -1, 1, 1, 2, 1
- COc1ccc(CN2CCC(CO)(CCOc3ccccc3)CC2)c(OC)c1C
  -4, -2, 0.75, 1.1, 1.1, 16, 1, 1, -6, 1.1
- CCOc1cc2[nH]c(=O)n(CCC(=O)NCCc3ccc(OC)c(OC)c3)c(=O)c2cc1OCC
  -5, 2, 0.8, 1, 0.9, 1, 1, 1.1, 0, 1.1
- CCc1nnc(NS(=O)(=O)c2ccc(N3C(=O)C4CC=C(Cl)CC4C3=O)cc2)s1 (stereo not given)
  -10, -2, 1, 1, 0.9, 21, 1, 0.9, -2, 1
- O=C(CCSc1ccccc1)N1CCCC1
  -1, 3, 2.2, 1, 1.3, 76, 1, 0.9, 0, 0.9
- Cc1cc(C)n(-c2ccc(C(=O)Nc3ccc(N4CCOCC4)cc3)cc2)n1
  -16, 0, 0.64, 1, 1.1, nt, 1, 0.9, -3, 0.9
- Cc1cc[n+](CC(=O)c2ccccc2)c2ccccc12
  -3, -6, 0.93, 1, 0.9, 9, 1.1, nt, 2, nt
- Cc1cccc(Cc2nnc(CCC(=O)NCc3cn4ccccc4n3)o2)c1
  -7, -3, 1.1, 1, 1, 14, 1, 1.1, -4, 1.1
- CSc1cc(-c2ccccc2)n(C)c(=O)c1C#N
  1, -3, 1, 1, 1, 3, 1, 1.2, 4, 1
- O=C(CSCc1c(Cl)cccc1Cl)NN1C(=O)c2ccccc2C1=O
  22, 0, 1.1, 1, 1.1, 10, 1, 1, 5, 0.7
- CCOC(=O)CSc1nc(=O)n2ccccc2n1
  -6, -5, 0.99, 1, 1, -43, 1, 1.1, 1, 1.1
- CC(=O)Oc1c(C(=O)c2nnc(C)o2)c(=O)n(C)c2ccccc12
  -11, -8, 1.1, 1, 0.9, -2, 1.1, 0.8, -4, 0.9
- Nn1c(SCC(=O)NC2CCCc3ccccc32)nnc1-c1ccc(Cl)cc1Cl (stereo not given)
  -7, -5, 0.94, 1, 0.9, -9, 1.1, 0.9, -3, 1
- COc1cccc(C2CCCN2Cc2nc(CCC(C)C)no2)c1 (stereo not given)
  1, -2, 1.2, 1, 1.1, 18, 1, 1.2, -5, 1
- COc1ccc(C(=O)NCC(=O)N/N=C/c2ccc([N+](=O)[O-])s2)cc1OC
  3, 3, 0.62, 0.9, 0.8, 0, 1, 0.9, 8, 0.7
- Cc1cc(C)nc(NS(=O)(=O)c2ccc(NC(=O)c3ccco3)cc2)n1
  -10, -5, 0.98, 1, 0.9, 0, 1.1, 1.2, -2, 1.1
- O=S(=O)(c1ccccc1C(F)(F)F)N1CCC(n2cnc3ccccc32)CC1
  -11, -7, 1.2, 1, 1, 3, 1.1, 1, -5, 1
- Cc1ccc(NCCNc2ccc(C)cc2)cc1
  -15, -4, 1.4, 1.1, 0.9, -4, 1, 0.9, -8, 0.9
- COc1ccc(/C=C2\SC(=O)N=C2N)cc1
  14, -3, 1.1, 1, 1, 24, 1, 0.9, -1, 0.9
- COc1ccc(C(=O)c2ccccc2)c(OCC(=O)NC2CC2)c1
  -5, -4, 1.1, 1, 1, -11, 1, 1.1, -2, 1.1
- CC(OC(=O)CN(C)S(=O)(=O)c1ccc(Cl)cc1)C(=O)Nc1ncc(Cl)cc1Cl (stereo not given)
  0, -11, 0.94, 1.1, 0.9, 7, 1.1, 1, -8, 1
- O=C(COC(=O)CCN1C(=O)/C(=C\C=C\c2ccccc2)SC1=S)Nc1ccc(Br)cc1
  14, 11, 0.57, 0.9, 1.1, -22, 0.9, 1.1, 8, 0.9
- Cc1ccc(NC(=S)NCC23C=CC(O2)C2C(=O)N(c4ccc(C)cc4)C(=O)C23)cc1 (stereo not given)
  -3, -3, 0.99, 1, 1, -3, 1, 1.2, -3, 1.3
- Cc1cc(C)nc(NN2C(=O)/C(=C/c3ccccc3)SC2=S)n1
  42, -4, 0.92, 1, 1.1, 6, 1, 0.9, 1, 1

One compound at a time (already shown).
`CCOC(=O)CSc1nc(=O)n2ccccc2n1` is listed with TNAP inh noacc = -6; FLuc inh counter = -5; NF-kB expr up = 0.99; TNAP act hi DEA = 1; bIAP act = 1; APP 5'UTR act = -43; FLuc act counter = 1; PMI act = 1.1; TNAP inh hiacc = 1; PMI act hi M6P = 1.1
`COc1ccc(C(=O)NCC(=O)N/N=C/c2ccc([N+](=O)[O-])s2)cc1OC` is listed with TNAP inh noacc = 3; FLuc inh counter = 3; NF-kB expr up = 0.62; TNAP act hi DEA = 0.9; bIAP act = 0.8; APP 5'UTR act = 0; FLuc act counter = 1; PMI act = 0.9; TNAP inh hiacc = 8; PMI act hi M6P = 0.7

(further entries)
Sequence of screens: TNAP inh noacc, FLuc inh counter, NF-kB expr up, TNAP act hi DEA, bIAP act, APP 5'UTR act, FLuc act counter, PMI act, TNAP inh hiacc, PMI act hi M6P
- O=C(CN1CCN(Cc2ccccc2)CC1)Nc1ccc(N2CCOCC2)cc1
  -8, 1, 1.1, 1, 1.1, 10, 1, 1.1, -1, 1.1
- CCOC(=O)c1ccc(NC(=O)COc2ccc(S(=O)(=O)N3CCCC3)cc2)cc1
  -19, -5, 0.94, 1.1, 0.8, 17, 1.1, 1, -7, 1
- COC(=O)C(C(=O)OC)c1ccc(-n2cccc2)cc1
  -2, 0, 1.3, 1, 1, 1, 1, 0.9, -2, 0.9
- COc1ccc2ccccc2c1CN1CCCC(CO)C1 (stereo not given)
  -4, -10, 1.1, 1, 1, 40, 1.1, 1.1, -2, 1
- COc1ccc2c(c1)[nH]c1c(=O)n(N)cnc12
  -10, 7, 1.3, 1, 1, 4, 0.9, 0.9, 0, 1

Assay outcomes: PubChem, several laboratories
